Dicer inh: blocks human Dicer maturation of pre-miR-21 | z-score at 25 µM | Q9UPY3 | cat-ELCCA pre-miR-21 Dicer processing, chemiluminescence; hits give high values | 47,000 compounds, 6% hits | AID 1347074; in the data active means z-score above about 3, passing the limit was not always enough;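 further: plate controls were vehicle for no effect and no enzyme for full effect; higher signal means more uncleaved substrate so more Dicer inhibition; strong numbers were not always called active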
Target sequence (Q9UPY3 whole entry, looked up): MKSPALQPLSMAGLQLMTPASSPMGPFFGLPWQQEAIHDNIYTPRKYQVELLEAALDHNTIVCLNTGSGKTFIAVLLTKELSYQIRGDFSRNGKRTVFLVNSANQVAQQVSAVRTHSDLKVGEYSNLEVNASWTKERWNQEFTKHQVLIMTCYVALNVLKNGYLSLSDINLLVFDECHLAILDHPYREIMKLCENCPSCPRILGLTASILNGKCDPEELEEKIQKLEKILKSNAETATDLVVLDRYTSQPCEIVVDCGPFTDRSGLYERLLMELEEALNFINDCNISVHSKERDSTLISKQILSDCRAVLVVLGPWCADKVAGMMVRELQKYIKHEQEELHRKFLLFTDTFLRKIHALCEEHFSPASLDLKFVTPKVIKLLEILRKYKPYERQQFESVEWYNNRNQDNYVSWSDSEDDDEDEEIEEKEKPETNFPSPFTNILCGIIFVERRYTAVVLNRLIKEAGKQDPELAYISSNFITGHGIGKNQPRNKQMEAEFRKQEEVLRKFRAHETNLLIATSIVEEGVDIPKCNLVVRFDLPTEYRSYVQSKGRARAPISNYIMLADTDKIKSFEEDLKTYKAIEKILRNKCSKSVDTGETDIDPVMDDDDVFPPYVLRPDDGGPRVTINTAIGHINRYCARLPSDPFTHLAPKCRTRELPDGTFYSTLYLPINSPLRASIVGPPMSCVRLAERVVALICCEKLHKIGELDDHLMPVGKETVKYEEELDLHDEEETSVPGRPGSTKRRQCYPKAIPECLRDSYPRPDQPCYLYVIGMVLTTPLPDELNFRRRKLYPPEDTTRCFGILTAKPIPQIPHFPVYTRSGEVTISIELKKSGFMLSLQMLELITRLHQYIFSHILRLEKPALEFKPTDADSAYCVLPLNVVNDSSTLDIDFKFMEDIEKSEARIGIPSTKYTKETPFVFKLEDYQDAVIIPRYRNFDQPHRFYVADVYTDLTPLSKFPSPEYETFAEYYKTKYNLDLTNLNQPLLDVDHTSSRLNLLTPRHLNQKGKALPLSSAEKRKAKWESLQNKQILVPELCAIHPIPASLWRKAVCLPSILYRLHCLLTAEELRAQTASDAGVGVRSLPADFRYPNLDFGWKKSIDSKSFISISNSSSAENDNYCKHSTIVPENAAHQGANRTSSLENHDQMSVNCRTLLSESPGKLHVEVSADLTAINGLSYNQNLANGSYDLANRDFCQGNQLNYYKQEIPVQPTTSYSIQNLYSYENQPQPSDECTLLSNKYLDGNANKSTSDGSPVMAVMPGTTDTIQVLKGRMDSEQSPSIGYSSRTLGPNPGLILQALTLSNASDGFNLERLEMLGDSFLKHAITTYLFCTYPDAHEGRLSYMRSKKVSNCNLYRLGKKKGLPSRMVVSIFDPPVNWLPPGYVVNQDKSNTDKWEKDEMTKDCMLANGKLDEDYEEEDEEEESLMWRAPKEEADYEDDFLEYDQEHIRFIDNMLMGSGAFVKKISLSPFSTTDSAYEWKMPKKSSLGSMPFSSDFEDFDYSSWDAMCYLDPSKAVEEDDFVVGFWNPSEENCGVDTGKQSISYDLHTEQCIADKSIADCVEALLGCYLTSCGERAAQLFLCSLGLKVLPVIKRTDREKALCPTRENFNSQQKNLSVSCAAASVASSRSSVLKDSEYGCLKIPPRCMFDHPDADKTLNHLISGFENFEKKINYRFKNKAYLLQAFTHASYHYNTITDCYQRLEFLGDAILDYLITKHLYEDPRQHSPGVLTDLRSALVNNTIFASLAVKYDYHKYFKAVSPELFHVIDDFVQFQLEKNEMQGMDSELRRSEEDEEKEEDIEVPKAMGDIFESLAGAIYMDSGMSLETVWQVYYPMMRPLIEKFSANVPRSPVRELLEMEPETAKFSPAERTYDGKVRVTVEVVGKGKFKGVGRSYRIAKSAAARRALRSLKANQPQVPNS
* = called active by the depositor; & = joins results of further samples. An excerpt. The share of hits here may be higher or lower than overall.

entry | Structure | Dicer inh
1 | CC(=O)CC(c1ccc([N+](=O)[O-])cc1)c1c(OC(C)=O)c2ccccc2oc1=O (stereo unspecified) | -0.15
2 | Clc1ccc(CCC(Cn2ccnc2)Sc2c(Cl)cccc2Cl)cc1 (stereo unspecified) | 0.31
3 | Cc1nc2ccccc2c(=O)n1-c1ccc(Br)cc1C(F)(F)F | -1.1
4 | O=C(Cc1ccccc1)OC1=C(c2ccccc2)C(=O)c2ccccc21 | -0.72
5 | CC(=O)OC1CCC2C3C=CC4=CC(=O)C=CC4(C)C3CCC12C (stereo unspecified) | -0.23
6 | CCC(C)n1[nH]c(=O)c2c1NC(=O)CSC2c1ccc(Cl)cc1 (stereo unspecified) | 0.83
7 | CSc1nc2ccccc2c(=O)n1-c1ccc(F)cc1 | -0.88
8 | COc1cc(C2=NC(O)C(=O)Nc3ccc(Cl)cc32)ccc1O (stereo unspecified) | 2.7
9 | CC1(C)CN=C(Nc2ccc(Cl)cc2)S1 | -3.4
10 | CN(C(=O)Oc1cccc2cccnc12)c1ccccc1 | 1
11 | NCC1(CC(=O)O)CCCCC1 | 1
12 | COc1ccc(CN2CCNCC2CCO)c(C)c1C (stereo unspecified) | -0.24
13 | CC(=O)OC1CCC2(C)C(=CCC3C2CCC2(C)C(OC(=O)c4ccccc4)CCC32)C1 (stereo unspecified) | -1.8
14 | CN(C)C(=O)Oc1ccc2c(=O)c(Oc3ccccc3Br)coc2c1 | 0.38
15 | O=C1CC(=O)N(c2cccc(F)c2)C(=O)N1 | 0.2
16 | COc1cccc(CN2CCN(Cc3cc(Br)ccc3O)CC2)c1 | 3.4*
17 | NC(=S)N/N=C/c1coc2ccccc2c1=O | -1.2
18 | C[C@]12COC(=O)C[C@@H]1CC[C@@H]1[C@@H]2CC[C@@]2(C)[C@H]1CC[C@]2(C)O | 1.5
19 | CCC(C)n1[nH]c(=O)c2c1NC(=O)CSC2c1ccc(OC)c(OC)c1 (stereo unspecified) | -0.79
20 | CCc1ccc(CNCCc2ccc3c(c2)OCO3)cc1 | 0.83
21 | Cc1ccc(NC2=NCC(C)S2)cc1 (stereo unspecified) | -0.66
22 | C[C@@H]1O[C@@H](O[C@@H]2C=C3CC[C@@H]4[C@H](CC[C@]5(C)[C@@H](c6ccc(=O)oc6)CC[C@]45O)[C@@]3(C)CC2)[C@H](O)[C@H](O)[C@H]1O | -0.27
23 | c1ccc(-c2ccc(C3NN=C4C5CCN(CC5)C43)cc2)cc1 (stereo unspecified) | -1.3
24 | O=[N+]([O-])c1ccc2nc(N3CCNCC3)ccc2c1 | 0.08

Part of the list above in order of length of the SMILES, low to high:
entry | Structure | Dicer inh
11 | NCC1(CC(=O)O)CCCCC1 | 1
21 | Cc1ccc(NC2=NCC(C)S2)cc1 (stereo unspecified) | -0.66
9 | CC1(C)CN=C(Nc2ccc(Cl)cc2)S1 | -3.4
17 | NC(=S)N/N=C/c1coc2ccccc2c1=O | -1.2
20 | CCc1ccc(CNCCc2ccc3c(c2)OCO3)cc1 | 0.83
7 | CSc1nc2ccccc2c(=O)n1-c1ccc(F)cc1 | -0.88
24 | O=[N+]([O-])c1ccc2nc(N3CCNCC3)ccc2c1 | 0.08
16 | COc1cccc(CN2CCN(Cc3cc(Br)ccc3O)CC2)c1 | 3.4*
8 | COc1cc(C2=NC(O)C(=O)Nc3ccc(Cl)cc32)ccc1O (stereo unspecified) | 2.7
23 | c1ccc(-c2ccc(C3NN=C4C5CCN(CC5)C43)cc2)cc1 (stereo unspecified) | -1.3
14 | CN(C)C(=O)Oc1ccc2c(=O)c(Oc3ccccc3Br)coc2c1 | 0.38
6 | CCC(C)n1[nH]c(=O)c2c1NC(=O)CSC2c1ccc(Cl)cc1 (stereo unspecified) | 0.83
19 | CCC(C)n1[nH]c(=O)c2c1NC(=O)CSC2c1ccc(OC)c(OC)c1 (stereo unspecified) | -0.79
13 | CC(=O)OC1CCC2(C)C(=CCC3C2CCC2(C)C(OC(=O)c4ccccc4)CCC32)C1 (stereo unspecified) | -1.8
18 | C[C@]12COC(=O)C[C@@H]1CC[C@@H]1[C@@H]2CC[C@@]2(C)[C@H]1CC[C@]2(C)O | 1.5
22 | C[C@@H]1O[C@@H](O[C@@H]2C=C3CC[C@@H]4[C@H](CC[C@]5(C)[C@@H](c6ccc(=O)oc6)CC[C@]45O)[C@@]3(C)CC2)[C@H](O)[C@H](O)[C@H]1O | -0.27

(further entries)
entry | Structure | Dicer inh
25 | C=CCSc1nc2ccccc2c(=O)n1-c1ccc(OC)cc1 | -0.02
26 | COC(=O)C1=C(N)OC2=C(CC(=O)C(C)(C)C2)C12C(=O)Nc1ccccc12 (stereo unspecified) | 1.7
27 | Clc1cc(Br)ccc1NC1=NCCS1 | 0.58
28 | Cc1cc(OC(=O)N(C)C)nc(-c2cccs2)n1 | 0.03
29 | CCC(C)N1CCN(Cc2ccc(Cl)cc2)CC1 (stereo unspecified) | 2.7
30 | O=C1C(c2ccccc2)C(=O)N(c2ccccc2)C(=O)N1c1ccccc1 | -0.69
31 | C=CCc1c(CCC)nc(SCc2ccc(F)cc2)nc1OC(=O)N(C)C | -1.6
32 | CC(=O)OC12CCC(=O)C=C1CCC1C3CCC(=O)C3(C)CCC12 (stereo unspecified) | -1.1
33 | COCc1cc(OC(=O)N(C)C)nc(COc2ccc(Cl)cc2)n1 | -0.74
34 | Cc1ccc(Cn2nc(C(=O)Nc3ccccc3)cc2C)cc1 | -0.56
35 | CC(C)C12CN3CC(C(C)C)(CN(C1)C3c1cccnc1)C2=O (stereo unspecified) | 0.74
36 | COc1ccc(C2N3CC(C)(C)CN23)cc1 (stereo unspecified) | -1.4

37	CC(=O)OC1CCC23COC(CC4C5CCC(OC(=O)c6ccccc6)C5(C)CCC42)[C@@]3(Br)C1 (stereo partly specified)
  Dicer inh: -0.62
38	O=S(=O)(c1ccc(Cl)cc1Cl)N1CCCC1c1cccnc1 (stereo unspecified)
  Dicer inh: -0.7
39	O=C(CCCN1CCC2(CC1)C(=O)NCN2c1ccccc1)c1ccc(F)cc1
  Dicer inh: 0.48&-0.47
40	N#CC(C#N)=NNc1ccc(F)c(F)c1F
  Dicer inh: 2.7
41	CC(=O)N1N=C(c2cccnc2)OC1(C)C
  Dicer inh: -1.2
42	Cc1cc(Br)ccc1-n1c(=S)[nH]c2ccccc2c1=O
  Dicer inh: -0.68&0.19
43	O=c1c2ccccc2nc(-c2cccnc2)n1-c1ccc(Br)cc1
  Dicer inh: 0.31
44	O=C1CC[C@@]2(O)[C@H]3Cc4ccc(O)c5c4[C@@]2(CCN3CC2CC2)[C@H]1O5
  Dicer inh: -0.34
45	c1ccc(CN2CCN(C3CCCCC3)CC2)cc1
  Dicer inh: 3.1*
46	NC(=NCCc1ccc(Cl)cc1)N[N+](=O)[O-]
  Dicer inh: 2.1

47	Cc1ccc2onc(OC(=O)N(C)C)c2c1
  Dicer inh: 1.1
48	Cc1nn2cc(C#N)c(N)nc2c1-c1ccccc1
  Dicer inh: 1.4
49	Cc1c(C(N)=O)ncn1Cc1ccc(Cl)cc1
  Dicer inh: -0.4
50	C[C@@H]1CC[C@H]2[C@@H](C)C(=O)O[C@@H]3O[C@@]4(C)CC[C@@H]1[C@]32OO4
  Dicer inh: -1
51	Cc1nc(-c2ccccc2)nc(OC(=O)N(C)C)c1Oc1cccc(C(F)(F)F)c1
  Dicer inh: -1.1
52	C[N+]1([O-])[C@@H]2CC(OC(=O)[C@H](CO)c3ccccc3)C[C@H]1[C@@H]1O[C@@H]12 (stereo partly specified)
  Dicer inh: -0.11
53	C#C[C@]1(O)CC[C@H]2[C@@H]3CCC4=CC(=O)CC[C@]4(C)[C@H]3CC[C@@]21C
  Dicer inh: -1.5
54	CC(=O)[C@H]1CCC2C3CC[C@H]4C[C@H](O)CC[C@]4(C)C3CC[C@@]21C (stereo partly specified)
  Dicer inh: -0.19
55	O=c1c2ccccc2nc(/C=C/c2ccc(O)cc2)n1-c1ccc(O)cc1
  Dicer inh: 1.7
56	CCC(C)n1[nH]c(=O)c2c1NC(=O)CSC2c1ccc2c(c1)OCO2 (stereo unspecified)
  Dicer inh: -0.76

57	CN1C(=O)N(C)C(=O)C(CCc2ccncc2)(CCc2ccncc2)C1=O
  Dicer inh: 6.8
58	CCC(=O)OC(Cc1ccccc1)(c1ccccc1)C(C)CN(C)C (stereo unspecified)
  Dicer inh: -0.26
59	CSc1ccc(/C=C(\C)[N+](=O)[O-])cc1
  Dicer inh: 2.3
60	O=C(Nc1ccc(F)cc1)N1CC2C[C@H](C1)c1cccc(=O)n1C2
  Dicer inh: -0.26
61	CN(C)C1(c2nnnn2CCOC(=O)Nc2ccc(Cl)cc2)CCCCC1
  Dicer inh: -0.72
62	O=c1oc2ccccc2c(O)c1Cc1c(O)c2ccccc2oc1=O
  Dicer inh: 1.7
63	Cc1cccc(C)c1NC1=NCCCS1
  Dicer inh: 1.2&0.82
64	C=C1CC2(C)C(=CC1=O)CCC1C2CCC2(C)C(O)CCC12 (stereo unspecified)
  Dicer inh: 0.42
65	COc1cccc(Oc2coc3cc(OC(=O)N(C)C)ccc3c2=O)c1
  Dicer inh: 0.66
66	CC(=O)OCC1=C(C(=O)O)N2C(=O)[C@@H](N)[C@H]2SC1
  Dicer inh: 0.18
67	CCNc1nc(NC(C)C)nc(SC)n1
  Dicer inh: 1.1
68	O=[N+]([O-])/C=C/c1ccc2c(c1)OCO2
  Dicer inh: 0.23
